SARS 3CLpro inh: SARS-CoV 3CLpro protease inhibitors, primary screen, biochemical, quenched FRET. Replicase polyprotein 1ab (Severe acute respiratory syndrome coronavirus), P0C6X7. AID 1706, 2009. recombinant SARS-CoV 3CLpro, quenched FRET peptide cleavage. 290,000 tested, 0.14% active. inhibition, % at 6 µM; in the data active = inhibition above about 12%
Mtb UGM inh: M. tuberculosis UGM enzyme inhibitors, primary screen, biochemical, fluorescence polarization, single point | purified UGM, fluorescence polarization probe displacement | inhibition, % at 10 µM | 320,000 tested, 0.06% active; in the data active = inhibition above about 10%, passing the limit was not always enough
MazEF act: activators of E. coli MazEF toxin-antitoxin RNase, primary screen, biochemical, fluorescence, uHTS. Endoribonuclease toxin MazF (Escherichia coli (strain K12)), P0AE70. FAM/BHQ RNA-DNA oligo cleavage fluorescence, 5 h. activation, % at 20 µM. 350,000 tested, 0.32% active. AID 504720, 2011; in the data active = activation above about 50%
Target sequence (P0AE70 whole entry, looked up): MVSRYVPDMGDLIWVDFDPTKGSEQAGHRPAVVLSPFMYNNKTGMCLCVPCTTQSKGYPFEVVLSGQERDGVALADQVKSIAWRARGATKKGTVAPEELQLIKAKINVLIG
Rv3671c inh: Rv3671c serine protease inhibitors, primary screen, biochemical, fluorescence polarization, M. tuberculosis H37Rv; P9WHR9; AID 2606, 2010; inhibition, % at 5.96 µM; 320,000 tested, 0.048% active; in the data active = inhibition above about 38%;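 note: extracellular domain of Rv3671c used as enzyme; 0% = enzyme with DMSO and 100% = no enzyme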
Target sequence (P9WHR9 whole entry, looked up, the tested form may be a part): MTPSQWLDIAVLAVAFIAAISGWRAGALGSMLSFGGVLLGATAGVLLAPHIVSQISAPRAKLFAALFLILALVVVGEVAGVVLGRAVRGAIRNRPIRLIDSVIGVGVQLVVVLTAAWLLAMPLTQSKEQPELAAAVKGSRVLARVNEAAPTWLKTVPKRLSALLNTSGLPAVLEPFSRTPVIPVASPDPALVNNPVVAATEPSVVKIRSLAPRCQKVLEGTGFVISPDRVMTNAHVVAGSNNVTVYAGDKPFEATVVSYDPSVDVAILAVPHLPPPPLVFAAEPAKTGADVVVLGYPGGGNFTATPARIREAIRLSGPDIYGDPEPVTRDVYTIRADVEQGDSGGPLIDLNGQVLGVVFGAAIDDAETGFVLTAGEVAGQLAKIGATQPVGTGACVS
GDH-TPI inh: GDH-TPI coupling enzyme inhibitors, primary screen, artefact control for M. tuberculosis FBA inhibitor project, biochemical, absorbance, full deck; GDH-TPI coupled enzyme counterscreen, NADH absorbance; inhibition, % at 4.8 µM; 360,000 tested, 1.2% active; in the data active = inhibition above about 30%;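 note: 0% = DMSO wells and 100% = wells lacking the enzyme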
Mtb FBA inh: Mtb FBA enzyme inhibitors, primary screen, biochemical, fluorescence, strain H37Rv; Fructose-bisphosphate aldolase (Mycobacterium tuberculosis (strain ATCC 25618 / H37Rv)), …; purified M. tuberculosis FBA, fluorescence read-out; inhibition, % at 1 µM; 360,000 tested, 2.3% active; AID 588726, 2011; in the data active = inhibition above about 27%;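 note: 0% = vehicle and 100% = reference inhibitor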
PriA SSB inh: inhibitors of Klebsiella pneumoniae PriA binding to SSB C-terminal tail, primary screen, biochemical, AlphaScreen | AlphaScreen SSBct-PriA binding, biotinylated peptide | 430,000 tested, 0.6% active | inhibition, % at 33 µM | PriA–SSB C-terminal tail interaction (Klebsiella pneumoniae); in the data active = inhibition mostly above about 37%, no sharp cut-off; inactive = mostly below about 20%;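 note: plate controls were negative control peptide for no effect and reference peptide for full effect; strong numbers were not always called active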
BH1578 lux ind: inducers of Vibrio cholerae quorum light production without autoinducers, primary screen, BH1578 luxS cqsA deficient, single point; AID 588436, 2011; V. cholerae BH1578 lux reporter, luminescence, 6 h; 350,000 tested, 0.16% active; activation, % at 18.7 µM; in the data active = activation mostly above about 9.7%, no sharp cut-off; note: not every result past the cut was called active; inactives centre near 0; reference of the scale not given here
DUSP3 inh: VHR1 phosphatase inhibitors, primary screen, biochemical, absorbance, uHTS | Dual specificity protein phosphatase 3 (Homo sapiens), P51452 | recombinant VHR phosphatase, pNPP absorbance | inhibition, % at 13.3 µM | 290,000 tested, 0.52% active | AID 1654, 2009; in the data active = inhibition above about 50%; note: some compounds called inactive have numbers as strong as hits
Target sequence (P51452 whole entry, looked up): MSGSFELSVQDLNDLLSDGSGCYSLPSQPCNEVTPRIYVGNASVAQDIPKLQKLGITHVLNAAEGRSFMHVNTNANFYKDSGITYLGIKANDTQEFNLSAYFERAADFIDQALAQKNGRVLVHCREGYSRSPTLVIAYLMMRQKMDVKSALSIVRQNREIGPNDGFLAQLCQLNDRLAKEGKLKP
Mtb BioA inh: M. tuberculosis BioA enzyme inhibitors, primary screen, biochemical, plate reader, single point, HTS. AID 602481, 2012. purified M. tuberculosis BioA enzyme. inhibition, % at 9.99 µM. 7,8-diaminopelargonic acid synthase BioA (Mycobacterium tuberculosis). 360,000 tested, 0.096% active; in the data active = inhibition above about 40%
An asterisk follows results filed as active; i = inactive; . = not tested or not shown; & = joins results of further samples. A portion of the library. The share of hits here may be higher or lower than overall.

(1) O=C(CCSc1ccc(Cl)cc1)N1CCCCCC1
(2) CCc1ccc(NC(=O)CN(c2ccc3c(c2)OCO3)S(=O)(=O)c2c(C)noc2C)cc1
(3) CCC1=C2CC[C@H]3C(=O)N(CC(=O)OC)C(=O)[C@H]3[C@H]2[C@@]2(C)C(=NCC(=O)OC)OC(=O)N2C1=O
(4) FC(F)(F)c1cccc(NC(=S)NCc2ccccn2)c1
(5) CCCC(=O)Nn1cnc2c(c1=O)C1(CCCCC1)Cc1ccccc1-2
(6) CCC1CCCCN1C(=S)Nc1cccc(S(=O)(=O)N(C)C)c1 (centres undefined)
(7) COc1ccc2c(c1)[nH]c1c(Cl)ncnc12
(8) FC(F)(F)COc1nc(N/N=C/c2cccnc2)nc(N2CCCCC2c2ccccn2)n1 (centres undefined)

assay / entry	1	2	3	4	5	6	7	8
SARS 3CLpro inh	-4	-2	.	-5	7	2	2	1
Mtb UGM inh	2.8	0.4	-0.5	-3.0	2.4	-0.5	-0.6	1.8
MazEF act	-6	-1	8	2	-4	6	5	7
Rv3671c inh	-1	2	-3	-3	-5	6	-2	5
GDH-TPI inh	1	1	4	1	-4	0	19	3
Mtb FBA inh	0	1	1	0	2	1	9	-2
PriA SSB inh	-18	-5	-2	-9	1	-11	-1	.
BH1578 lux ind	i	i	1.7	-0.8	-7.7	i	-0.2	-2.2
DUSP3 inh	-8	46	-4	2	23	-10	-12	23
Mtb BioA inh	0.9	0.5	0.2	-0.9	1.4	.	.	3.8

(9) CC(=O)Nc1cc(-c2ccccc2N(C)C)cn2c(-c3cccc(C(F)(F)F)c3)cnc12
(10) Cc1ccc(Nc2nc(-c3sc(NC(=O)c4ccc([N+](=O)[O-])cc4)nc3C)cs2)cc1
(11) COc1ccc(C)cc1S(=O)(=O)N(C)CC(=O)N1CCN(C)CC1
(12) Cn1cccc1/C=N/N1CCN(c2ccccn2)CC1
(13) CCOc1ccc2nc(NCCCNS(=O)(=O)c3ccc(F)cc3)c(C#N)cc2c1
(14) Cc1ccsc1C(=O)Nc1ccc(C(=O)O)cc1
(15) O=C(NC(Cc1ccccc1)C(=O)O)/C(=C\c1ccccc1)NC(=O)c1ccco1 (centres undefined)
(16) COc1ccc(-c2cnc(C(O)c3ccccc3)[nH]2)cc1 (centres undefined)

assay / entry	9	10	11	12	13	14	15	16
SARS 3CLpro inh	.	3	-1	-1	0	1	2	.
Mtb UGM inh	.	-3.2	0.7	3.3	0.6	0.5	0.4	.
MazEF act	.	.	1	-1	-10	4	-2	.
Rv3671c inh	.	8	-13	-14	-3	0	-3	.
GDH-TPI inh	8	.	1	4	8	9	12	-2
Mtb FBA inh	6	.	1	-2	40*	0	-1	0
PriA SSB inh	.	.	2	.	-8	-16	-7	.
BH1578 lux ind	i	.	-1.5	i	i	1.4	i	i
DUSP3 inh	.	20	12	5	.	16	-4	.
Mtb BioA inh	-5.8	.	-1.5	.	.	.	-0.4	0.6

(17) O=C(NC(=O)c1ccccc1O)c1ccc(C(F)(F)F)cc1
(18) COc1ccc(NC(=O)CN(C)C(=O)c2ccc3ccccc3c2)cc1
(19) CCN(C(=O)c1cc2c(=O)[nH]c3ccc(C)cc3c2s1)c1ccc(F)cc1
(20) OC(COc1ccccc1)CN1CCC(Cc2ccccc2)CC1 (centres undefined)
(21) Cn1c(=O)cc(OCC(=O)N2CCN(Cc3ccc4c(c3)OCO4)CC2)c2ccccc21
(22) COc1ccc(CC(=O)NCc2ccc(Cl)cc2)cc1S(=O)(=O)N1CCOCC1
(23) O=C(O)CNC(=S)N(Cc1ccccc1Cl)C1CCCCC1
(24) CN(C)S(=O)(=O)c1cc(NC(=O)CN2CCCc3ccccc32)ccc1Cl

assay / entry	17	18	19	20	21	22	23	24
SARS 3CLpro inh	4	.	-5	-1	1	.	6	3
Mtb UGM inh	-2.6	.	-1.3	-0.6	-1.5	.	0.1	0.2
MazEF act	9	6	-1	4	2	-7	5	-4
Rv3671c inh	6	.	-7	-4	-3	.	1	-7
GDH-TPI inh	-5	10	8	10	-2	-1	-7	17
Mtb FBA inh	2	7	-2	3	2	-1	-2	3
PriA SSB inh	-17	-2	-2	10	-9	7	-3	7
BH1578 lux ind	i	-1.9	i	i	-0.3	-0.9	i	-0.3
DUSP3 inh	35	.	-4	8	4	.	3	-6
Mtb BioA inh	-1.7	-0.5	.	0.2	0.9	-0.2	.	-0.2

Six compounds already listed, ordered by count of non-hydrogen atoms, largest number first:
(21) Cn1c(=O)cc(OCC(=O)N2CCN(Cc3ccc4c(c3)OCO4)CC2)c2ccccc21
(24) CN(C)S(=O)(=O)c1cc(NC(=O)CN2CCCc3ccccc32)ccc1Cl
(18) COc1ccc(NC(=O)CN(C)C(=O)c2ccc3ccccc3c2)cc1
(20) OC(COc1ccccc1)CN1CCC(Cc2ccccc2)CC1 (centres undefined)
(17) O=C(NC(=O)c1ccccc1O)c1ccc(C(F)(F)F)cc1
(16) COc1ccc(-c2cnc(C(O)c3ccccc3)[nH]2)cc1 (centres undefined)

assay / entry	21	24	18	20	17	16
SARS 3CLpro inh	1	3	.	-1	4	.
Mtb UGM inh	-1.5	0.2	.	-0.6	-2.6	.
MazEF act	2	-4	6	4	9	.
Rv3671c inh	-3	-7	.	-4	6	.
GDH-TPI inh	-2	17	10	10	-5	-2
Mtb FBA inh	2	3	7	3	2	0
PriA SSB inh	-9	7	-2	10	-17	.
BH1578 lux ind	-0.3	-0.3	-1.9	i	i	i
DUSP3 inh	4	-6	.	8	35	.
Mtb BioA inh	0.9	-0.2	-0.5	0.2	-1.7	0.6

(cont.)
(25) O=C(/C=C/c1ccco1)Nc1ccc2nn(-c3ccccc3)nc2c1
(26) CC1CCCC(C)N1C(=O)COC(=O)CNC(=O)c1sc2ccccc2c1Cl (centres undefined)
(27) Cc1cc2c(=O)n(CC(=O)NCC(=O)N3CCN(Cc4ccccc4)CC3)cnc2s1
(28) CCn1c(C(=O)OC)cc2c1ccn2-c1ccc(F)cc1
(29) CCOC(=O)C1CCN(C(=O)Nc2ccc(OC)c(OC)c2)CC1
(30) NC(=O)CC(NC(=O)c1ccccc1)c1ccc(NCCc2cccc(F)c2)c([N+](=O)[O-])c1 (centres undefined)
(31) COc1ccc(NC(=O)c2sc3nc(C)nc(N4CCN(c5ccccn5)CC4)c3c2C)c(OC)c1
(32) CC(=O)N1CCCC(C(=O)c2ccc3c4c(cccc24)CC3)C1 (centres undefined)

assay / entry	25	26	27	28	29	30	31	32
SARS 3CLpro inh	3	.	-3	2	8	.	5	-6
Mtb UGM inh	1.2	.	2.4	0.2	-2.3	0.0	-2.1	-0.6
MazEF act	3	3	-4	-8	3	3	-14	1
Rv3671c inh	-77	10	-1	-3	2	-5	4	-5
GDH-TPI inh	30	-2	-4	14	6	-2	-2	17
Mtb FBA inh	4	-1	0	-7	2	-4	4	17
PriA SSB inh	9	3	-8	-17	-15	4	2	4
BH1578 lux ind	-0.2	i	-3.4	i	2.2	-0.8	i	i
DUSP3 inh	33	.	-4	2	10	15	5	-1
Mtb BioA inh	-0.9	-1.7	-0.3	3.5	.	2.4	-1.3	.

(33) O=C(Nc1nnc([C@@H]2C[C@H](O)[C@@H](CO)O2)s1)c1cccc(OC(F)(F)F)c1
(34) CCc1cc2c(SCC(=O)c3cccs3)ncnc2s1
(35) COc1ccccc1/C=C/C(=O)c1ccc(NC(C)=O)cc1
(36) COc1ccc(C(=O)NNC(=O)CSc2nnc(COc3ccccc3)n2C)cc1
(37) Cc1ccc([C@@H]2C[C@H]3[C@@H](CN2S(=O)(=O)c2ccc(Cl)cc2)C(=O)C[C@@H](c2ccccc2)N3S(=O)(=O)c2ccc(C)cc2)cc1
(38) N#C/C(=C\c1cccc([N+](=O)[O-])c1)C(=O)NCc1cccnc1
(39) C[C@H](CO)N1C[C@H](C)[C@@H](CN(C)C(=O)c2ccccc2)OCc2cnnn2CCCC1=O
(40) CCOc1ccc(N(Cc2ccc(OC)cc2)C(=O)c2ccco2)cc1

assay / entry	33	34	35	36	37	38	39	40
SARS 3CLpro inh	.	-5	0	-1	.	5	.	3
Mtb UGM inh	.	2.7	-2.3	-1.2	.	.	.	2.0
MazEF act	.	23	0	3	-7	3	1	4
Rv3671c inh	.	-8	-3	1	.	4	.	-8
GDH-TPI inh	12	-5	16	10	-12	2	4	0
Mtb FBA inh	-1	0	0	-4	3	-2	-2	1
PriA SSB inh	.	-45	4	-3	.	-1	.	-3
BH1578 lux ind	-0.3	-0.3	-1.7	i	0.6	-0.2	-0.4	2.3
DUSP3 inh	.	10	-10	-2	.	-5	.	39
Mtb BioA inh	2.3	.	1.8	-1.2	1.1	.	0.3&-0.7&0.3	.

(41) COc1ccc(NC(=O)NNC(=O)c2cc(C3CC3)nc3ccccc23)c(OC)c1
(42) O=C(CCNC(=O)c1ccccc1Cl)NCCc1ccc(C(F)(F)F)cc1
(43) COc1ccc(NC(=O)COC(=O)CC2CCCC2)cc1
(44) CC(=O)N(CCC1(C(C)C)CCOC(C)(C)C1)C(C)c1cccs1 (centres undefined)
(45) COc1ccc(-c2cc(C(F)(F)F)nc(SCC(=O)N3CC(C)OC(C)C3)n2)cc1OC (centres undefined)
(46) CN(CC#CCC(c1ccccc1)c1ccccc1)C(C)(C)C
(47) CCOC(=O)C1=C(C)NC(=O)C1(NC(=O)c1cccnc1)C(F)(F)F (centres undefined)
(48) C(#CCN1CCOCC1)COC/C=C/c1ccccc1

assay / entry	41	42	43	44	45	46	47	48
SARS 3CLpro inh	-1	3	.	-4	8	3	-1	3
Mtb UGM inh	-0.2	4.7	-1.4	1.4	.	-2.4	-0.5	-3.1
MazEF act	0	0	-4	4	12	-3	-11	5
Rv3671c inh	7	-2	-3	1	.	-4	1	0
GDH-TPI inh	4	-1	8	0	6	8	5	-10
Mtb FBA inh	0	-3	0	0	-1	0	1	6
PriA SSB inh	7	3	0	1	-3	6	-3	0
BH1578 lux ind	i	i	i	i	1.1	-0.3	i	i
DUSP3 inh	27	8	.	9	13	22	-8	-2
Mtb BioA inh	-0.3	0.2	.	0.1	.	2.6	-2.2	.
